D2 agonist – activates the human D2 dopamine receptor; HEK293 T-REx D2 cells, calcium flux agonist mode; activation, % at 2 µM; 340,000 tested, 0.53% active; AID 485358;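 active = activation over 3 SD above normal in the single-dose calcium agonist read, cut at about 30% in these data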; also: 0% is about no effect
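Calcium-flux readout, 1 cycle/sec over 180 s following compound pin transfer, in inducible HEK293 Trex D2 cells (force-coupled); dopamine controls included. Positive calcium responses during this window marked compounds as potential agonists.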
TRHR agonist – TRH receptor (human) agonism | 360,000 tested, 0.18% active | TRHR cells, calcium flux fluo-8, FDSS agonist mode | AID 493084 | activation, % at 2 µM; also: 0% is about no effect
Target sequence (P34981 whole entry, looked up): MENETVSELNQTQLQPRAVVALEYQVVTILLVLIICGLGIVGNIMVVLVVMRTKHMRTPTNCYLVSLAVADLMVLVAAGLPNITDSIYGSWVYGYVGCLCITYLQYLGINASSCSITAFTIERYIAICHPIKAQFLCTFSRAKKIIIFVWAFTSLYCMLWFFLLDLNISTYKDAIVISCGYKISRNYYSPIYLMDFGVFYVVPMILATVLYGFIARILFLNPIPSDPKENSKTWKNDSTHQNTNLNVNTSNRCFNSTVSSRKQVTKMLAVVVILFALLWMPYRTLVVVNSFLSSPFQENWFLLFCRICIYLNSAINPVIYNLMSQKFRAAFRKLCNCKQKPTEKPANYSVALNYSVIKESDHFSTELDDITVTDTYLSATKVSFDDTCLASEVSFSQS
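Read-out: compound-evoked intracellular calcium rise in TRHR cells, fluo-8 dye, kinetic FDSS fluorescence at 1 s/cycle following a 10-cycle baseline. Cells cultured overnight before dye loading (30 min–1.5 h, RT).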
D1 antag – antagonists of human D1 dopamine receptor | P21728 | HEK293 TREx D1 cells, calcium flux, dopamine EC80; stronger effect = lower value | activity change, negative = inhibition, % at 10 µM | 360,000 tested, 3.2% active; in the data active = activity change below about -30%; also: % is scaled to controls: 0 for no effect and ±100 for the full control effect
Target sequence (P21728 whole entry, looked up): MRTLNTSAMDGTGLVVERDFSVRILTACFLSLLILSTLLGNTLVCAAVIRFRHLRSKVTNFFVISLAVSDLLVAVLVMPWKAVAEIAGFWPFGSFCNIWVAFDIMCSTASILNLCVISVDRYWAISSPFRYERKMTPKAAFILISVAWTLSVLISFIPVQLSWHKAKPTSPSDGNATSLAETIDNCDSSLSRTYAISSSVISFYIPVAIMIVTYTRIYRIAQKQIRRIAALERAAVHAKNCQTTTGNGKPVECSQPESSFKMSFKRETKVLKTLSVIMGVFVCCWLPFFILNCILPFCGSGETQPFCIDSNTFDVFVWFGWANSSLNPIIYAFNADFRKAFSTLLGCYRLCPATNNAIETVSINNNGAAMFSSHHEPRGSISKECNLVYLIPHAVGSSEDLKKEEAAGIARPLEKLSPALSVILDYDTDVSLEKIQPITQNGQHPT
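Antagonism measured as reduced calcium response to an EC80 dopamine addition following 180 s compound pre-read; cells were inducible HEK293 Trex D1 plated overnight at 30 C, read kinetically at 1 cycle/sec.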
D2 antag – antagonizes the human D2 dopamine receptor; HEK293 TREx D2 cells, calcium flux, dopamine EC80; inhibition, % at 10 µM; 340,000 tested, 2% active; AID 485344; in the data active = inhibition above about 30%; also: 0% is about no effect
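Measurement of antagonist activity uses fluorescent calcium dye in inducible HEK293 T-REx D2 cells: 10 s baseline, compound addition with 180 s read, EC80 dopamine addition with a further 180 s read.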
TRHR PAM – allosteric enhancers of human TRH receptor; TRHR cells, fluo-8 calcium fluorescence, EC20 TRH enhancement; enhancement, % at 2 µM; 360,000 tested, 0.66% active; in the data active = enhancement above about 30%; also: 0% is about no effect
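Enhancer read-out: after compound pinning and an initial kinetic agonist-mode read, an EC20 of TRH (10 nM final) was injected and fluo-8 calcium signal (Ex 480/Em 530) followed at 1 s/cycle for 100 cycles in TRHR-expressing cells.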
D1 ag – activates the human D1 dopamine receptor | HEK293 T-REx D1 cells, calcium flux, agonist mode | AID 504660 | 360,000 tested, 1% active | activation, % at 2 µM; also: 0% is about no effect
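Inducible HEK293 T-REx D1 cells, force-coupled to calcium signalling, were plated at 4000 cells/well with tetracycline and held overnight at 30 C. After no-wash calcium dye loading, compound-evoked calcium rise over 180 s flagged agonists.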
RXFP1 antagonist – RXFP1 (human) relaxin receptor antagonism | AID 1259400 | activity change, negative = inhibition, % at 57.5 µM | 350,000 tested, 0.59% active | HEK293-RXFP1, relaxin-stimulated cAMP HTRF, 30 min; stronger effect = lower value;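 active = activity change of -60% or lower, but not beyond a set lower limit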; also: % is scaled to controls: 0 for no effect and ±100 for the full control effect
D1 potentiator – human D1 dopamine receptor positive modulation | HEK293 TREx D1 cells, calcium flux, dopamine EC20 potentiation | potentiation, % at 10 µM | 360,000 tested, 0.036% active | AID 504651; in the data active = potentiation above about 30%; also: 0% is about no effect
D2 potentiator – positive allosteric modulators of human D2 dopamine receptor; HEK293 T-REx D2, calcium flux, EC20 dopamine potentiation; potentiation, % at 10 µM; 340,000 tested, 0.34% active; AID 485347;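 active = potentiation over 3 SD above the plate norm, cut at about 30% in these data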; also: 0% is about no effect
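Tetracycline-induced HEK293 T-REx cells force-coupled to calcium signalling expressed D2; compounds were pin-added after a 10 s baseline, read kinetically 180 s, then an EC20 dopamine challenge followed with a further 180 s calcium read.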
* hit, by the source's call. Rule as the data show it, unless noted: active = activation above about 30%; inactive = the rest.

COc1ccc(C(CC(=O)O)NS(=O)(=O)c2ccc(C)cc2)cc1 (stereo not drawn) was read as D2 agonist 0.3, TRHR agonist -0.2, D1 antag 2, D2 antag -16, TRHR PAM 7, D1 ag -1, RXFP1 antagonist 1, D1 potentiator -3 and D2 potentiator 2.
For C=CCNC(=O)CN(c1ccccc1OCC)S(=O)(=O)c1ccc(C)cc1 the results were TRHR agonist -0.6, D1 antag -3, TRHR PAM 2, D1 ag 1, RXFP1 antagonist -5 and D1 potentiator -5.
Screening Cc1c(C)c2cccnc2c2ncccc12 returned D2 agonist 0.5, TRHR agonist -1.1, D1 antag -7, D2 antag -39, TRHR PAM 9, D1 ag 4, RXFP1 antagonist -16, D1 potentiator -6 and D2 potentiator -4.
For CC(C)[C@H](NC(=O)OC(C)(C)C)c1nnc(SCC(=O)Nc2ccc(Br)cc2)o1 the results were D2 agonist -1.5, TRHR agonist -1.9, D1 antag 7, D2 antag -6, TRHR PAM 5, D1 ag 10, RXFP1 antagonist 7, D1 potentiator -4 and D2 potentiator -5.
`CC(=O)Nc1ccc(NC(=O)C2CCCN2C(=O)NC2CCCCC2)cc1` (stereo not drawn) gave D2 agonist 0.1, TRHR agonist 0.0, D1 antag 2, D2 antag 12, TRHR PAM -5, D1 ag 3, RXFP1 antagonist -2, D1 potentiator -4 and D2 potentiator -3.
`CCOC(=O)CSC(C)C(=O)Nc1nnc(C(C)C)s1` (stereo not drawn) gave D2 agonist -0.5, TRHR agonist -0.5, D1 antag -4, D2 antag 11, TRHR PAM 0, D1 ag 2, RXFP1 antagonist 4, D1 potentiator -5 and D2 potentiator -3.
`COc1ccc2oc(=O)c(-c3nc(-c4cc(OC)c(OC)c(OC)c4)no3)cc2c1` gave D2 agonist 0.7, TRHR agonist 0.2, D1 antag -4, TRHR PAM 31*, D1 ag 2, RXFP1 antagonist 1, D1 potentiator 3 and D2 potentiator -4.
Screening CCN(CC)S(=O)(=O)c1ccc(Cl)c(NC(=O)COC(=O)C2CCCCC2)c1 returned TRHR agonist 0.2, D1 antag 2, TRHR PAM 3, D1 ag 20 and RXFP1 antagonist 7.
For Cc1ccc(CNS(=O)(=O)c2c(C(=O)N3CCCCCC3)c(C)n(C)c2C)cc1 the results were D2 agonist -0.5, TRHR agonist 0.1, D1 antag -1, D2 antag 11, TRHR PAM -1, D1 ag 10, RXFP1 antagonist 18, D1 potentiator -3 and D2 potentiator 2.
For C=CCNCC(O)COc1ccc(C(C)=O)cc1OC (stereo not drawn) the results were D2 agonist 0.0, TRHR agonist 0.1, D1 antag 1, D2 antag -19, TRHR PAM 0, D1 ag 1, RXFP1 antagonist 3, D1 potentiator 1 and D2 potentiator 5.
`O=C(COC(=O)c1cc([N+](=O)[O-])ccc1Cl)NCCc1ccccc1` gave D2 agonist 0.2, TRHR agonist -0.6, D1 antag -5, D2 antag 11, TRHR PAM -7, D1 ag 1, RXFP1 antagonist -1, D1 potentiator -1 and D2 potentiator 4.
Screening COc1ccc(N2C(=O)C3NN=C(C(=O)OCc4ccccc4)C3C2=O)cc1 (stereo not drawn) returned D2 agonist 0.5, TRHR agonist 1.4, D1 antag 2, D2 antag -1, TRHR PAM 1, D1 ag 6, RXFP1 antagonist 2, D1 potentiator -1 and D2 potentiator 11.
For CCCNC(=O)c1ccc2c(c1)C1C3CCC(C3)C1C(c1ccccc1)N2 (stereo not drawn) the results were D2 agonist 0.1, TRHR agonist 1.7, D1 antag 8, D2 antag -14, TRHR PAM -18, D1 ag -1, RXFP1 antagonist -19, D1 potentiator -1 and D2 potentiator -16.
For O=C(Nc1noc2ccccc12)c1ccc(F)cc1 the results were D2 agonist -1.0, TRHR agonist 0.5, D1 antag 4, TRHR PAM 46*, D1 ag 3, RXFP1 antagonist -14 and D1 potentiator 0.
`CC(=O)/C(=N\Nc1ccc(Cl)cc1Cl)Sc1nnc(-c2ccccc2)n1-c1ccccc1` gave D2 agonist -1.1, TRHR agonist -2.8, D1 antag -3, D2 antag -3, TRHR PAM -3, D1 ag 4, RXFP1 antagonist -2, D1 potentiator -4 and D2 potentiator 2.

A draw from above in order of SMILES length, ascending.
For CCCNC(=O)c1ccc2c(c1)C1C3CCC(C3)C1C(c1ccccc1)N2 (stereo not drawn) the results were D2 agonist 0.1, TRHR agonist 1.7, D1 antag 8, D2 antag -14, TRHR PAM -18, D1 ag -1, RXFP1 antagonist -19, D1 potentiator -1 and D2 potentiator -16.
`O=C(COC(=O)c1cc([N+](=O)[O-])ccc1Cl)NCCc1ccccc1` gave D2 agonist 0.2, TRHR agonist -0.6, D1 antag -5, D2 antag 11, TRHR PAM -7, D1 ag 1, RXFP1 antagonist -1, D1 potentiator -1 and D2 potentiator 4.
Screening COc1ccc(N2C(=O)C3NN=C(C(=O)OCc4ccccc4)C3C2=O)cc1 (stereo not drawn) returned D2 agonist 0.5, TRHR agonist 1.4, D1 antag 2, D2 antag -1, TRHR PAM 1, D1 ag 6, RXFP1 antagonist 2, D1 potentiator -1 and D2 potentiator 11.
Screening CCN(CC)S(=O)(=O)c1ccc(Cl)c(NC(=O)COC(=O)C2CCCCC2)c1 returned TRHR agonist 0.2, D1 antag 2, TRHR PAM 3, D1 ag 20 and RXFP1 antagonist 7.
`COc1ccc2oc(=O)c(-c3nc(-c4cc(OC)c(OC)c(OC)c4)no3)cc2c1` gave D2 agonist 0.7, TRHR agonist 0.2, D1 antag -4, TRHR PAM 31*, D1 ag 2, RXFP1 antagonist 1, D1 potentiator 3 and D2 potentiator -4.

(list continues)
CCN(CC)S(=O)(=O)c1ccc(OCC(=O)NCc2ccccc2)cc1 was read as D2 agonist 0.1, TRHR agonist -0.1, D1 antag 6, D2 antag -6, TRHR PAM 3, D1 ag 4, RXFP1 antagonist 24, D1 potentiator -1 and D2 potentiator -6.
For CCCCCC(=O)Nc1cccc(-c2nc3ncccc3o2)c1 the results were D2 agonist 0.3, TRHR agonist 0.0, D1 antag 5, D2 antag -30, TRHR PAM -2, D1 ag 0, RXFP1 antagonist -8, D1 potentiator -1 and D2 potentiator 5.
Screening COc1cc(C2Oc3nc(SC)nnc3-c3ccccc3N2C(C)=O)cc(Cl)c1OC (stereo not drawn) returned D2 agonist 2.7, TRHR agonist -0.8, D1 antag -10, TRHR PAM 4, D1 ag -2, RXFP1 antagonist -5, D1 potentiator 1 and D2 potentiator -2.
Screening CCOc1ccccc1CN1CCCC(C(=O)c2ccc(OC)c(OC)c2)C1 (stereo not drawn) returned D2 agonist 0.5, TRHR agonist 0.1, D1 antag 11, D2 antag 17, TRHR PAM -12, D1 ag 4, RXFP1 antagonist -2, D1 potentiator -5 and D2 potentiator -8.
Screening O=C1CC(c2ccccc2)n2nc(NC(=O)c3ccccc3)nc2N1 (stereo not drawn) returned D2 agonist -0.2, TRHR agonist -1.1, D1 antag 9, D2 antag -38, TRHR PAM 1, D1 ag 3, RXFP1 antagonist -5, D1 potentiator -2 and D2 potentiator 8.
`O=C(Cn1ncn2cccc2c1=O)NCc1cccc(Br)c1` gave D2 agonist 0.2, TRHR agonist -0.3, D1 antag 2, TRHR PAM 1, D1 ag 1, RXFP1 antagonist -6, D1 potentiator 0 and D2 potentiator 4.
Screening COc1ccc(C2=CC(c3sccc3C)n3nnnc3N2)cc1 (stereo not drawn) returned D2 agonist -0.6, TRHR agonist -0.8, D1 antag 6, D2 antag 13, TRHR PAM 0, D1 ag 2, RXFP1 antagonist -10, D1 potentiator -2 and D2 potentiator 7.
For CCN(C(=O)CSc1nnnn1C)C1CCS(=O)(=O)C1 (stereo not drawn) the results were TRHR agonist -0.2, D1 antag 11, TRHR PAM -2, D1 ag 2, RXFP1 antagonist -5 and D1 potentiator -6.
For O=C(C1CCCN(Cc2ccccc2)C1)N1CCc2ccccc2C1 (stereo not drawn) the results were D2 agonist 0.3, TRHR agonist -0.9, D1 antag -7, D2 antag 2, TRHR PAM 2, D1 ag -1, RXFP1 antagonist 6, D1 potentiator -3 and D2 potentiator -14.
`Cc1ccc(NC(=O)c2ccccc2-c2cc(C)no2)cc1` gave D2 agonist -0.7, TRHR agonist -0.4, D2 antag -6, TRHR PAM 7, D1 ag -1, RXFP1 antagonist 2, D1 potentiator -6 and D2 potentiator -5.
Screening C=CCC(C(=O)Oc1c(C(C)(C)C)cc(C)cc1C(C)(C)C)c1ccccc1 (stereo not drawn) returned D2 agonist -0.3, TRHR agonist -0.1, D2 antag -11, TRHR PAM -2, D1 ag 1, D1 potentiator 1 and D2 potentiator 1.
C=CCn1c(SCC(=O)Nc2cccc3ccccc23)nnc1-c1cnccn1 was read as D2 agonist 0.6, TRHR agonist -1.1, D1 antag -6, D2 antag -4, TRHR PAM 0, D1 ag 0, RXFP1 antagonist 1, D1 potentiator -7 and D2 potentiator -7.
Cc1ccc(S(=O)(=O)N2CCC(C(=O)Nc3ncccc3O)CC2)cc1 was read as D2 agonist -0.2, TRHR agonist -0.4, D1 antag 1, D2 antag -7, TRHR PAM -2, D1 ag -1, RXFP1 antagonist 11, D1 potentiator 1 and D2 potentiator 12.
For COc1ccc(Cn2c(C(=O)O)c(CNCCc3cccs3)c3ccc(C)cc32)cc1 the results were D2 agonist -0.4, TRHR agonist 0.0, D1 antag 9, TRHR PAM 3, D1 ag -1, RXFP1 antagonist -2, D1 potentiator 3 and D2 potentiator 2.
O=C(COC(=O)CCC(=O)c1cccs1)Nc1ccccc1[N+](=O)[O-] was read as D2 agonist -0.2, TRHR agonist -0.2, D1 antag -6, D2 antag -40, TRHR PAM 0, D1 ag -2, RXFP1 antagonist 1, D1 potentiator -1 and D2 potentiator -5.
For Cc1ccc(C(=O)NC(=S)N2CCN(c3cc(C)ccc3C)CC2)cc1 the results were D2 agonist -0.8, TRHR agonist -0.6, D1 antag -9, D2 antag -19, TRHR PAM -1, D1 ag 4, RXFP1 antagonist -19, D1 potentiator -8 and D2 potentiator -5.
For CCS(=O)(=O)C(C)(CCl)C(=O)Nc1ccc(C(=O)OC)cc1 (stereo not drawn) the results were D2 agonist -0.5, TRHR agonist 0.1, D1 antag 1, D2 antag -1, TRHR PAM 6, D1 ag 0, RXFP1 antagonist 2, D1 potentiator 5 and D2 potentiator -2.
CC(OC(=O)c1n[nH]c2ccccc12)C(=O)NC1CCCCC1C (stereo not drawn) was read as D2 agonist -0.6, TRHR agonist -0.1, D1 antag -20, D2 antag -20, TRHR PAM 27, D1 ag 0, RXFP1 antagonist 6, D1 potentiator -2 and D2 potentiator -16.
For COc1cc2nc(NCc3ccccc3Cl)n3nc(-c4cccnc4)nc3c2cc1OC the results were D2 agonist 0.7, TRHR agonist 0.1, D1 antag 13, TRHR PAM -1, D1 ag 0, RXFP1 antagonist -5, D1 potentiator -3 and D2 potentiator 1.
For Cc1ccc(-c2[nH]ncc2C(=O)c2cccc(F)c2)c(O)c1 the results were D2 agonist 0.9, TRHR agonist 0.0, D1 antag -12, D2 antag 8, TRHR PAM -5, D1 ag 7, RXFP1 antagonist -9, D1 potentiator -5 and D2 potentiator -6.
`COc1ccc(CCNC(=O)c2cc(-c3ccco3)on2)cc1OC` gave D2 agonist -0.3, TRHR agonist -0.2, D1 antag -6, D2 antag -4, TRHR PAM -4, D1 ag 4, RXFP1 antagonist -10, D1 potentiator -7 and D2 potentiator 0.
